Screening data from PubChem.
PfGluPho inh = PfG6PD (Plasmodium falciparum) enzyme inhibition; PfGluPho enzyme, NADPH resazurin-diaphorase fluorescence; inhibition, % at 20 µM; 0.78% of 350,000 active;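 active = inhibition reaching at least a set limit at 20 µM in the primary screen, cut at about 59% in these data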;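 note: 0% = DMSO wells with substrate and 100% = DMSO wells lacking glucose-6-phosphate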
SENP1 inh = inhibitors of human SENP1 SUMO protease catalytic domain; Q9P0U3; recombinant SENP1 catalytic domain, CyPet-SUMO1-YPet FRET cleavage; inhibition, % at 10 µM; 0.21% of 360,000 active; AID 624204;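 active = inhibition at least 30% at 10 µM, raw YFP signal under a set limit, fluorescence ratio 0.5 to 1.5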;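 note: 0% = enzyme with DMSO and 100% = no enzyme wells; some results filed as inactive read as strong as hits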
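Compound: 10 µM single point, 0.5% DMSO; Test system: hSENP1 catalytic domain, recombinant; Timing: 50 min reaction at room temperature; Technique: FRET, CFP and YFP emission; Control set: no-enzyme wells low, DMSO-plus-enzyme wells high control.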
SENP6 inh = SENP6 protease inhibition | Q9GZR1 | Recombinant SENP6 catalytic domain, aminoluciferin luminescence | inhibition, % at 10 µM | 1.8% of 330,000 active | AID 2599;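 active = inhibition above about 50% at the single tested dose, limit read from the data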;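 note: plate controls were DMSO wells with enzyme for no effect and DMSO wells lacking enzyme for full effect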
Target sequence (Q9GZR1 628-1112 limits assumed): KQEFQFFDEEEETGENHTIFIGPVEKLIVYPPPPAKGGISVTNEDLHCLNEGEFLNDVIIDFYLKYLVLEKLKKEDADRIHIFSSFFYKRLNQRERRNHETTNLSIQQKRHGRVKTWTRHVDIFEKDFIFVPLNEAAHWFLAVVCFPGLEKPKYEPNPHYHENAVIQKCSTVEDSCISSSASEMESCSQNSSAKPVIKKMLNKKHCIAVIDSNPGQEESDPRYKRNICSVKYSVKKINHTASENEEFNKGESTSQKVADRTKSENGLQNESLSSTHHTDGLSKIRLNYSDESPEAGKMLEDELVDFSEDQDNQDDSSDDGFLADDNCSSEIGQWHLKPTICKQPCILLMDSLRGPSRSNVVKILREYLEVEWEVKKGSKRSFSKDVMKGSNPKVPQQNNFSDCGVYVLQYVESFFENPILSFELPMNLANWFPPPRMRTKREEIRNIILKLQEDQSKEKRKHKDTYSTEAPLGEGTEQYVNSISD
hIAP activ = human IAP activation; P09923; purified human IAP, CDP-Star luminescence, 30 min; stronger effect = higher value; 1 = vehicle-only enzyme, 0 = enzyme-free background; activation factor at 10 µM; 0.16% of 330,000 active;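 active = activation factor of the enzyme at least 2-fold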; note: the source names both 10 and 20 µM as test concentration; values of inactives mirror those of a sister screen read the other way
ATG4B inh = inhibitors of human ATG4B cysteine protease. inhibition, % at 8.33 µM. Q9Y4P1. AID 504462. ATG4B cleavage of LC3-PLA2, NBD-HPC fluorescence, 1 h. 0.51% of 340,000 active; in the data active = inhibition above about 40%
Target sequence (Q9Y4P1 whole entry, looked up): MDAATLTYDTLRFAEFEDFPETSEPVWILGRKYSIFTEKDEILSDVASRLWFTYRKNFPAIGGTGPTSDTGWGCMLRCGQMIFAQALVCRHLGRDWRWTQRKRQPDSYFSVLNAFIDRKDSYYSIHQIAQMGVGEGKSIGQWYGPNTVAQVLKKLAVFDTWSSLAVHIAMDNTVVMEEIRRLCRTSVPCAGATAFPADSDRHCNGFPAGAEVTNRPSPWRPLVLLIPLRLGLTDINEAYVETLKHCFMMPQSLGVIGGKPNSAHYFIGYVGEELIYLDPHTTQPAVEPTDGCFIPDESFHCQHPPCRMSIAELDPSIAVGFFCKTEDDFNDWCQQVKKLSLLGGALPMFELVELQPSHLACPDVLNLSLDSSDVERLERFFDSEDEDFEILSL
MPTP block = permeability transition pore inhibition. isolated mouse mitochondria, Ca2+ swelling absorbance, 30 min. 1.4% of 360,000 active. inhibition, % at 10 µM;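 active = inhibition of 50% or more, scaled per plate between neutral and stimulator controls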;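 note: 0% = DMSO wells given calcium and 100% = 1 mM EGTA wells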
NR3A LBD binder = modulators (binders) of human NR3A ligand-binding domain; Tm shift relative to glycine control, % at 25 µM; 2.5% of 340,000 active; NR3A LBD differential scanning fluorimetry, Tm shift; 0% = protein alone, 100% = glycine-bound protein;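 active = melting temperature shift of at least 10% of the positive control shift, at one fixed dose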
SENP8 inh = blocks human SENP8 cleavage of Nedd8 substrate | AID 602440 | Q96LD8 | recombinant SENP8, Nedd8 substrate fluorescence | 0.64% of 360,000 active | inhibition, % at 20 µM; in the data active = inhibition mostly above about 40%, no sharp cut-off; inactive = mostly below about 27%
Target sequence (Q96LD8 whole entry, looked up): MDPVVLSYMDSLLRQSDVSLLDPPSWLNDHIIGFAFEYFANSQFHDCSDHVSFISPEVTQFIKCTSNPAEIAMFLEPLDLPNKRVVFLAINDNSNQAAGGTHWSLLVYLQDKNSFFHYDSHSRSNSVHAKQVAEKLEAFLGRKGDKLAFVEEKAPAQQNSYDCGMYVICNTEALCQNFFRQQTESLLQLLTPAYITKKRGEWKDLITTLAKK
Numbers without * were called inactive; nt = not tested or not shown.

1) CSCCCNC(=S)N1CCN(c2ccc(C(C)=O)cc2)CC1
2) O=C(NNC1CC(=O)N(c2ccc(Cl)cc2)C1=O)c1ccco1 (stereo not given)
3) CCOC(=O)CN1CC23C=CC(O2)C(C(=O)O)C3C1=O (stereo not given)
4) CC(=O)c1ccc(S(=O)(=O)Nc2ccc(C(=O)NCCCn3ccnc3)cc2)cc1
5) COc1ccc(-c2nc(CS(=O)CC(=O)NCc3cccnc3)c(C)o2)cc1 (stereo not given)

assay / compound	1	2	3	4	5
PfGluPho inh	-6	-5	-7	-31	1
SENP1 inh	2	-1	2	0	1
SENP6 inh	17	-18	-1	7	-10
hIAP activ	0.93	0.95	0.98	1.1	0.94
ATG4B inh	-4	-6	-8	-1	-6
MPTP block	-1.3	-1.2	-0.7	-0.5	-0.3
NR3A LBD binder	-1	-1	0	2	0
SENP8 inh	-170	13	-1	-15	6

2 compounds from above, limited to MPTP block, NR3A LBD binder and SENP1 inh.
No.	smiles	MPTP block	NR3A LBD binder	SENP1 inh
2	O=C(NNC1CC(=O)N(c2ccc(Cl)cc2)C1=O)c1ccco1 (stereo not given)	-1.2	-1	-1
3	CCOC(=O)CN1CC23C=CC(O2)C(C(=O)O)C3C1=O (stereo not given)	-0.7	0	2

(next part)
6) Cc1ccc(S(=O)c2snnc2C)cc1 (stereo not given)
7) Cc1nc2c(C#N)c[nH]n2c(=O)c1CCO
8) CC1CC(=O)N(CC(=O)Nc2ccc3c(c2)OCCO3)c2ccccc2S1 (stereo not given)
9) O=C(OCc1ccccc1)N1CCC2CC1c1cc(N3CCN(S(=O)(=O)c4cccc(C(F)(F)F)c4)CC3)ccc12 (stereo not given)
10) O=C(CSc1nnc(NC(=O)c2ccccc2F)s1)NCc1ccco1

assay / compound	6	7	8	9	10
PfGluPho inh	0	15	-12	-1	1
SENP1 inh	1	0	0	1	1
SENP6 inh	-7	-21	23	nt	8
hIAP activ	1.1	0.98	0.99	nt	1.1
ATG4B inh	-6	-2	-4	nt	-4
MPTP block	-0.1	0.8	-2.0	-0.5	0.7
NR3A LBD binder	0	1	-5	nt	-3
SENP8 inh	14	11	-1	14	-13

11) OCCNc1nc(-c2ccccc2)c2cc(Br)ccc2n1
12) O=C(CSc1nnnn1-c1cccc(F)c1)NC1CCCCC1
13) COc1ccccc1C(=O)Nc1nc(-c2cccs2)c(NC(C)=O)s1
14) Cc1ccc(Nc2nnc(SCC(=O)Nc3ccc(S(=O)(=O)N4CCOCC4)cc3)s2)cc1
15) O=C(c1cccc(S(=O)(=O)NCc2ccccc2)c1)N1CCCC(C(F)(F)F)C1 (stereo not given)

assay / compound	11	12	13	14	15
PfGluPho inh	-14	-18	6	23	-16
SENP1 inh	-69	0	1	-3	1
SENP6 inh	12	-6	-13	0	-4
hIAP activ	1.4	0.86	1.3	0.83	1
ATG4B inh	4	-4	-15	-16	-2
MPTP block	2.9	-1.9	0.3	9.2	0.6
NR3A LBD binder	-5	0	1	33*	1
SENP8 inh	-414	17	-121	14	5

An excerpt of these results, with tabs:
#	mol	PfGluPho inh	SENP1 inh	SENP6 inh	hIAP activ	ATG4B inh	MPTP block	NR3A LBD binder	SENP8 inh
12	O=C(CSc1nnnn1-c1cccc(F)c1)NC1CCCCC1	-18	0	-6	0.86	-4	-1.9	0	17
11	OCCNc1nc(-c2ccccc2)c2cc(Br)ccc2n1	-14	-69	12	1.4	4	2.9	-5	-414

Additional records follow.
16) O=c1c2ccccc2ncn1/N=C/c1ccccc1
17) C[C@]12CC[C@H](O)CC1=CCC1C2CC[C@@]2(C)C1CCC21OCCO1 (stereo not given in full)
18) CCn1c(C(O)c2ccc(C)cc2)nc2ccccc21 (stereo not given)
19) Cc1ccc2nc(Cl)c3nnnn3c2c1
20) CC1CCN(C(=O)CSc2ccc(-c3cccnc3)nn2)CC1

assay / compound	16	17	18	19	20
PfGluPho inh	-3	5	-1	4	-5
SENP1 inh	3	2	1	-26	1
SENP6 inh	85*	1	-6	-9	5
hIAP activ	1.1	0.92	0.9	0.91	1.1
ATG4B inh	-3	-6	-5	26	0
MPTP block	-0.9	1.2	-2.3	2.7	0.2
NR3A LBD binder	-2	-1	0	1	-1
SENP8 inh	36	16	15	-70	2

21) Cc1ccc(C(=O)c2cn[nH]c2-c2ccccc2O)cc1
22) COc1ccc(CCNC(=O)CN2C(=O)COc3ccc(S(=O)(=O)N4CCCC4)cc32)c(OC)c1
23) CCOC(=O)/C(C#N)=C1/C=CNC(=O)N1
24) Cc1cccc(NC(=O)COc2coc(CN3CCc4ccccc4C3)cc2=O)c1
25) Cc1sc2nc(COC(=O)c3cccc(OC(F)F)c3)[nH]c(=O)c2c1C

assay / compound	21	22	23	24	25
PfGluPho inh	4	4	3	7	12
SENP1 inh	0	-1	-21	-18	2
SENP6 inh	-10	-19	-27	1	12
hIAP activ	1.8	1.4	1.1	1.1	1.1
ATG4B inh	-3	-6	1	0	-6
MPTP block	0.2	-0.4	-0.7	0.6	7.7
NR3A LBD binder	0	-1	-2	-1	-3
SENP8 inh	13	13	-69	-2	14

26) CCN(CC)C(=O)CN1C(=O)c2cccc3cccc1c23
27) O=C(CSc1nnc(-c2ccccc2)n1Cc1ccccc1)NNC(=O)c1ccccc1O
28) O=C(NCC(=O)N1CCN(c2ncccn2)CC1)c1ccccc1F
29) CC(=O)c1ccc(S(=O)(=O)NCc2ccc(C(=O)N(C)CC(=O)Nc3cccc(F)c3)cc2)cc1
30) COc1ccc(/C=C/C(=O)c2ccc3c4c(cccc24)CC3)cc1OC

assay / compound	26	27	28	29	30
PfGluPho inh	13	-46	-13	-13	34
SENP1 inh	-20	0	2	0	-36
SENP6 inh	-30	-1	0	-9	-22
hIAP activ	1.2	1.9	1.1	1.1	1.1
ATG4B inh	-8	5	-8	-7	-6
MPTP block	-0.1	1.2	-1.6	-1.7	1.4
NR3A LBD binder	-1	0	4	0	0
SENP8 inh	-203	-66	-24	9	-43

31) CC1CCN(c2ccccc2NC(=S)NC(=O)c2cccs2)CC1
32) O=C(c1ccc(COc2ccccc2Br)cc1)N1CCCCCC1
33) O=C(CSc1ccc2c(c1)OCCO2)N1CCN(c2ccccc2)CC1
34) O=C(N/N=C/c1ccccc1)c1ccc2c(c1)OCO2
35) CC(=O)c1cccc(N(C(=O)c2ccccn2)C(C(=O)NC2CCCCC2)c2cccs2)c1 (stereo not given)

assay / compound	31	32	33	34	35
PfGluPho inh	3	14	12	9	10
SENP1 inh	2	0	2	0	0
SENP6 inh	-12	-23	-15	11	5
hIAP activ	0.82	0.85	0.86	0.96	0.84
ATG4B inh	0	44*	-30	0	-3
MPTP block	3.0	3.8	-1.3	-0.9	-0.9
NR3A LBD binder	-5	10	2	1	0
SENP8 inh	34	3	1	19	14

36) CCC(CO)Nc1nc2ccc(Cl)cc2c2ccccc12 (stereo not given)
37) Nc1cc([N+](=O)[O-])ccc1OCc1ccccc1
38) O=C(NC1CCN(Cc2ccc(Cl)c(Cl)c2)CC1)c1ccccc1
39) O=S(=O)(c1cnc(Cl)c(Br)c1)N1CCN(c2ncccn2)CC1
40) COC(=O)c1ccc(COc2ccc(/C=N/Nc3nc(C)cc(=O)[nH]3)cc2)cc1

assay / compound	36	37	38	39	40
PfGluPho inh	10	26	28	12	-4
SENP1 inh	1	5	-2	2	0
SENP6 inh	-1	nt	13	6	-10
hIAP activ	0.96	nt	0.96	0.94	1.5
ATG4B inh	-12	-5	0	0	7
MPTP block	3.6	-1.2	0.2	2.5	1.6
NR3A LBD binder	4	5	1	1	0
SENP8 inh	-159	24	19	9	-62

41) CN(CC(=O)O)S(=O)(=O)c1cccs1
42) CCN(CC)CCNC(=O)c1ccc(NC(=O)COc2ccccc2F)cc1
43) Cc1cc(Cl)c2oc(C(=O)N3CCC(O)(c4ccccc4)CC3)c(C)c2c1
44) Cc1nn(C)c(C)c1S(=O)(=O)N(CC(=O)N1CCc2ccccc2C1)c1ccc(C(C)C)cc1
45) CCCCOC(=O)C1=C(C)NC(=O)NC1c1cc2c(cc1Br)OCO2 (stereo not given)

assay / compound	41	42	43	44	45
PfGluPho inh	-7	-1	17	13	10
SENP1 inh	-4	-1	-3	3	-2
SENP6 inh	-13	11	-30	-1	12
hIAP activ	1	1.1	1.1	0.74	0.79
ATG4B inh	-5	-8	16	5	-4
MPTP block	1.6	2.5	-0.1	-1.7	0.3
NR3A LBD binder	0	-1	-5	0	-1
SENP8 inh	5	16	12	4	5

46) CCN1CCN(CCCNC(=O)c2ccc3c(c2)NC(=O)/C(=C\c2cccc(C)c2)S3)CC1
47) COc1ccc(C(O)P(=O)(OC(C)C)c2ccc(N(C)C)cc2)c(OC)c1 (stereo not given)
48) CCCN(CCC)CCCNC(=O)c1cc2c(-c3ccc(OC)c(OC)c3)nn(C)c2s1
49) c1nc2n(n1)C1=C(CCCC1)C1(CCCCC1)N2
50) O=C(CCN1C(=O)C2CCCCC2C1=O)Nc1ccc(OC(F)F)cc1 (stereo not given)

assay / compound	46	47	48	49	50
PfGluPho inh	1	-5	2	10	-3
SENP1 inh	-9	-1	2	1	2
SENP6 inh	-11	-8	-10	-8	1
hIAP activ	1	0.94	1.7	1.1	0.79
ATG4B inh	23	-7	3	0	-9
MPTP block	0.2	-1.0	-0.5	-1.5	-2.0
NR3A LBD binder	-6	1	-1	0	3
SENP8 inh	-97	18	-324	24	17

ATG4B inh, hit marks shown above
No.	smiles	PfGluPho inh	SENP1 inh	SENP6 inh	hIAP activ	ATG4B inh	MPTP block	NR3A LBD binder
32	O=C(c1ccc(COc2ccccc2Br)cc1)N1CCCCCC1	14	0	-23	0.85	44*	3.8	10

Other structures:
51) COc1ccc(S(=O)(=O)N2CCOCC2)cc1NC(=O)CSc1ccc(F)cc1
52) COc1ccc(CCN2C(=O)CCC2(C)C(=O)NC2CCCC2)cc1OC (stereo not given)
53) CCc1ccc(N2CC(C)Cn3c2nc2c3c(=O)n(CCN3CCOCC3)c(=O)n2C)cc1 (stereo not given)
54) COCCn1c(-c2ccc(F)cc2)nc2oc3cc(OC)ccc3c(=O)c2c1=O
55) Cc1cc(C(=O)CN2C(=O)NC(CC(C)C)C2=O)c(C)n1-c1ccccc1F (stereo not given)

assay / compound	51	52	53	54	55
PfGluPho inh	-9	-1	-15	-2	-14
SENP1 inh	2	2	-1	-1	3
SENP6 inh	-6	-36	-22	-7	-15
hIAP activ	1	0.9	1	1.2	0.88
ATG4B inh	2	-1	0	-6	5
MPTP block	-0.6	0.4	-2.6	-2.7	0.1
NR3A LBD binder	2	-2	-2	-1	-1
SENP8 inh	12	16	3	16	2

56) COC(=O)CCCC(=O)N1CCC(n2nccc2NC(=O)CCOc2ccccc2)CC1
57) O=C(NCCCn1ccnc1)c1ccccc1Cl
58) CN(C)C(CNC(=O)CNC(=O)c1ccc(Br)cc1)c1ccccc1 (stereo not given)
59) CN(C(=O)C1CCOC1)c1nnc(-c2ccncc2)s1 (stereo not given)
60) CCOc1ccc(C(=O)C(C)OC(=O)Cn2[nH]c(=O)c3ccccc3c2=O)cc1 (stereo not given)

assay / compound	56	57	58	59	60
PfGluPho inh	4	3	-7	-14	-6
SENP1 inh	1	2	0	-1	-2
SENP6 inh	-13	-12	2	-8	-9
hIAP activ	1.1	0.96	1.1	1.2	1.4
ATG4B inh	5	-4	-8	5	-13
MPTP block	-0.6	-0.4	-1.4	-0.9	-0.1
NR3A LBD binder	4	-2	0	0	1
SENP8 inh	0	8	10	-27	3

61) CC(c1ccccc1)N1CCC(CNC(=S)Nc2cccc(Cl)c2)C1 (stereo not given)
62) CC(Sc1nnc(-c2ccccc2F)n1C)C(=O)NC1CCCCC1 (stereo not given)
63) COc1cc(C2C(C(=O)c3ccco3)=C(O)C(=O)N2Cc2ccccc2)ccc1O (stereo not given)
64) O=C(NCc1ccncc1)C1=NN(c2ccccc2)C(=O)CC1
65) O=C1c2oc3ccc(F)cc3c(=O)c2C(c2ccccc2)N1CC1CCCO1 (stereo not given)

assay / compound	61	62	63	64	65
PfGluPho inh	19	-10	-2	10	2
SENP1 inh	1	-1	-2	1	0
SENP6 inh	-10	-7	14	-19	-19
hIAP activ	1.1	1.1	0.9	1.1	0.91
ATG4B inh	19	4	-4	-6	-2
MPTP block	9.3	0.8	1.5	0.4	-0.3
NR3A LBD binder	-1	0	0	-2	-1
SENP8 inh	18	2	9	-2	13
